# Pin1 inhibitor: blocks the human prolyl isomerase Pin1. Q13526. Pin1 FP peptide displacement, HiFluor488, 10 min. Potency, µM (doses to about 115 µM), inactives show at the highest dose activity, negative = inhibition, most hits filed as inhibitors. hit rate 0.009% among 390,000. AID 504891; active = well fitted inhibition curve with a large enough effect in the polarisation, with a control signal flat, not every such curve was filed as active; inconclusive = small, poorly fitted or top-dose-only effect, or effect the other way, or a change in a side signal; inactive = no such curve, though single readings can be large or run the other way; the % refers to the polarisation; note: potency is the fitted concentration of half-maximal effect; % is set by controls: 0 for no effect and ±100 for the full control effect
# PI4K2A inh: PI4K2A (human) kinase inhibition; purified PI4K2A, ADP-Glo luminescence, 1 h; hits give low values; activity change, negative = inhibition, % at 76.9 µM; hit rate 0.13% among 420,000; AID 1346378; in the data active = activity change below about -50%; inconclusive = mostly about -30% to -49%;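 note: -100% = wells without enzyme as full effect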
#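 PI4K2A activity was measured by ADP-Glo luminescence: enzyme (4 ug/mL stock) and phosphatidylinositol (1.2 mM stock) in Tris pH 7.5/MgCl2/EGTA/Triton X-100 buffer were reacted with ATP (300 microM stock) for one hour at ambient temperature.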
# JMJD2A Tudor inh: blocks the human JMJD2A Tudor domain; AlphaScreen JMJD2A-Tudor / H3K4me3 peptide binding; hit rate 4.4% among 390,000; Potency, µM (series often up to 114 µM), for inactives: top-dose activity change, negative = inhibition, hits mostly inhibitors; O75164; note: potency is the fitted concentration of half-maximal effect; % is set by controls: 0 for no effect and ±100 for the full control effect; nearly all actives have a fitted effect of over 50% in size
# BAZ2B inh: inhibitors of human BAZ2B bromodomain. AlphaScreen BAZ2B-H3K14Ac peptide displacement. Potency, µM (series often up to 114 µM), inactives show at the top dose activity change, negative = inhibition, hits mostly inhibitors. hit rate 4.4% among 360,000; note: potency is the fitted concentration of half-maximal effect; % is set by controls: 0 for no effect and ±100 for the full control effect; nearly all actives have a fitted effect of over 60% in size
#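 AlphaScreen displacement: compounds (up to 110uM) incubated 30 min at room temperature with a preformed 50 nM BAZ2B/50 nM biotinylated H3K14Ac peptide complex in PBS pH 7.4 with Tween-20. Donor and acceptor beads at 10 ug/mL final added, 20 min light-protected before reading.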
# Pol eta inh: DNA polymerase eta (human) inhibition. Q9Y253. recombinant Pol eta, fluorescent DNA replication assay. Potency, µM (titrated, usually from 114 µM), without a hit: at the highest dose activity change, negative = inhibition, hits mostly inhibitors. hit rate 1.2% among 390,000. AID 588591; note: potency is the fitted concentration of half-maximal effect; % is set by controls: 0 for no effect and ±100 for the full control effect
# Target sequence (Q9Y253 whole entry, looked up): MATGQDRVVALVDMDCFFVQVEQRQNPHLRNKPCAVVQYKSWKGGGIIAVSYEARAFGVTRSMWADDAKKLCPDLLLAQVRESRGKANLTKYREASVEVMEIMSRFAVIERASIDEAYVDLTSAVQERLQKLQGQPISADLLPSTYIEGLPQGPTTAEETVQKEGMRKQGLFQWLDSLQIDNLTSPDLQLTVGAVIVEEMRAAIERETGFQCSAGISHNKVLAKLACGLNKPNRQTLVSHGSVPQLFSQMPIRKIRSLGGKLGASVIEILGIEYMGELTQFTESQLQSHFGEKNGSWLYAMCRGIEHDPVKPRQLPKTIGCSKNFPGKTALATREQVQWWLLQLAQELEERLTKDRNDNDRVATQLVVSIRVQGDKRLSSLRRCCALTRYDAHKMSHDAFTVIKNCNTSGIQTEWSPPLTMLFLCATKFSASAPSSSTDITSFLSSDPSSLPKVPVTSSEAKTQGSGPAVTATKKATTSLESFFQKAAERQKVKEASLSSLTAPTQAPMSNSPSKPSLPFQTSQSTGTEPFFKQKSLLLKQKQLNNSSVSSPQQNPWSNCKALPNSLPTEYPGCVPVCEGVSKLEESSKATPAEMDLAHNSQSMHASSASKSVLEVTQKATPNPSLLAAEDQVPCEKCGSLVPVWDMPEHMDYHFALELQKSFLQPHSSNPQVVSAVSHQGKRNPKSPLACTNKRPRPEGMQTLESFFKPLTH
#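 Pol eta at 10 nM preincubated with compounds 15 min at room temperature; reaction started with fluorescent substrate (50 nM final) and read kinetically at 0 and 10 min.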
# HP1b chromo inh: inhibitors of HP1-beta chromodomain binding to methylated histone tails; P83916; Potency, µM (titrated, usually from 114 µM), without a hit: at the highest dose activity change, negative = inhibition, actives largely listed as inhibitors; hit rate 0.56% among 390,000; AlphaScreen HP1-beta / biotin-H3K9me3 peptide binding; AID 540317; note: potency is the fitted concentration of half-maximal effect; nearly all actives have a fitted effect of over 70% in size; inactives centre near 23
#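 AlphaScreen: HP1-beta (50 nM) preformed 30 min with biotin-H3(1-18)K9me3 peptide (50 nM) in PBS pH 7.4, 0.01% Tween-20. Compound added for 30 min at RT, then streptavidin donor/nickel chelate acceptor beads (10 ug/mL) for 30 min.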
# G9a block: blocks human histone lysine methyltransferase G9a; AID 504332; Q96KQ7; G9a H3K9 monomethylation, AlphaScreen, 2 h; hit rate 8.8% among 350,000; Potency, µM (series often up to 102 µM), for inactives: at the top dose activity, negative = inhibition, hits mostly inhibitors; note: potency is the fitted concentration of half-maximal effect; % is set by controls: 0 for no effect and ±100 for the full control effect; nearly all actives have a fitted effect of over 75% in size
# Target sequence (Q96KQ7 913-1193 limits assumed): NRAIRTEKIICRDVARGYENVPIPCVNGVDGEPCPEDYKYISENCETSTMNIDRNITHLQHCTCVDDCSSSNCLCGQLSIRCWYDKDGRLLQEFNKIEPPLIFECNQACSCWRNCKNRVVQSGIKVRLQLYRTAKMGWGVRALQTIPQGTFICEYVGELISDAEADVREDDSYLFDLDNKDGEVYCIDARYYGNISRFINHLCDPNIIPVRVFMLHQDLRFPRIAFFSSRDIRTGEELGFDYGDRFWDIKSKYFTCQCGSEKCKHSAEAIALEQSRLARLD
#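 Readings reflect AlphaScreen signal from monomethyl-H3K9 antibody detection. HMT at 20 nM; substrate b-H3K9 500 nM; cofactor SAM 20 uM; 2 h RT reaction; compounds tested as titrations in qHTS with 15 min preincubation.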
# GLS inh: glutaminase GLS (human) inhibition | GLS enzymatic activity, qHTS titration | Potency, µM (top dose mostly 45.5 µM), inactives show at the top dose activity change, negative = inhibition, usual class: inhibitors | hit rate 0.21% among 410,000 | AID 624170 | O94925; note: potency is the fitted concentration of half-maximal effect; % is set by controls: 0 for no effect and ±100 for the full control effect
#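 hKGA; 45 mM KH2PO4 pH 8.2 + 0.02% Tween-20; cpd via pin tool; 1 mM Gln soln; GluOx/HRP/Amplex Red; RT 30 min; fluor. t0 & final.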
# PGK inhibitor: T. brucei PGK inhibition; P07378; PGK/GAPDH coupled, Kinase-Glo luminescence, 60 min; Potency, µM (highest dose often 57.5 µM), without a hit: at the highest dose activity change, negative = inhibition, hits mostly inhibitors; hit rate 0.043% among 380,000; AID 602233; note: potency is the fitted concentration of half-maximal effect; % is set by controls: 0 for no effect and ±100 for the full control effect; nearly all actives have a fitted effect of over 60% in size
#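 Luminescent ATP detection (Kinase-Glo Plus) follows a 60-minute room-temperature incubation, with wells lacking PGK as controls. Buffer: 100 mM TEA (pH 7.6), 5 mM MgCl2, 0.01% Tween-20. Coupling enzyme GAPDH (100 nM final) supplies unstable 1,3-BPG in-well.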
# Numbers without * were called inactive; i = inactive; ? = inconclusive; · = not tested or not shown; & = joins results of further samples; [ ] = dose if it differs, or a comment. Unless noted, calls come from the whole dose curve; as a rule, active = well fitted curve in the direction sought with a large enough effect; inconclusive = small, poorly fitted or top-dose-only effect, or another doubt; inactive = no such curve, though single readings can be large; an effect the other way counts as inactive or inconclusive.
SMILES,Pin1 inhibitor,PI4K2A inh,JMJD2A Tudor inh,BAZ2B inh,Pol eta inh,HP1b chromo inh,G9a block,GLS inh,PGK inhibitor
Nc1[nH]n(-c2ccccc2)c(=O)c1N=Nc1ccccc1[N+](=O)[O-],-9%,7,-21%,-25%,7%,0%,-11%,-2%,i
CCN1C(=O)/C(=C/N(C)C)c2ccccc21,-2%,1,-9%,2%,-2%,16%,-8%[59 µM],18%,4%
C[N+]1(C)CCCC(OC(=O)C(O)(c2ccccc2)c2ccccc2)C1 (centres undefined),-4%,-4&-2,-20%,·,-22%,30%,-26%[2.33 µM],2%,i
O=C(NCCCCCCOC1=NS(=O)(=O)c2ccccc21)C(=O)Nc1ccccc1,-3%,9,-24%,·,-2%,0%,-39%,-7%,-3%
COc1ccc(NC(=O)CSc2oc(-c3ccco3)nc2S(=O)(=O)c2ccc(C)cc2)c(OC)c1,52%[activator],2,-20%,-13%,-9%,19%,-22%[59 µM],-2%,-1%
CN(Cc1ccncn1)C(=O)CC1C(=O)NCCN1Cc1cccc(Oc2ccccc2)c1 (centres undefined),-6%,4,-20%,-19%,-5%,33%,?,0%,10%
CCCCn1c(N)c(N(CC(C)C)C(=O)CCS(=O)(=O)c2ccc(C)cc2)c(=O)[nH]c1=O,0%,0,-6%,-3%,-13%,23%,-20%,-3%,-2%
COc1cccc(C(=O)NC(=O)Nc2nc(C)cc(C(F)(F)F)n2)c1,-3%,5,-21%,-14%,2%,11%,-10%,3%,10%
CN(CC(=O)Nc1ccc2c(c1)CCC2)CC(=O)Nc1ccccc1Br,62%[activator],4,14µM*,12%,-26%,21%,7%,-25%,-7%
Cc1cccc(CSc2nc3ccncc3n2Cc2ccc(C(=O)O)cc2)c1,8%,2,-4%,-5%,-3%,45%[activator],?,2%,9%
O=C(NCC1CCCO1)c1cc(-c2ccco2)nc2ccccc12 (centres undefined),?,-5,-8%[11.4 µM],50µM*,16µM*,?,45µM*,?,-15%
CSCCC(=O)N1CCC(n2nccc2NC(=O)CCCc2ccccc2)CC1,?,4,7%,-17%,-15%,39%,17%,-7%,-5%
COc1ccc(/C=C/c2c(-c3ccc(OC)cc3)oc3ccc(-c4ccc(OC)cc4)cc23)cc1,2%,-5,-9%,8%,-2%,93%[activator],13%,0%,i
O=C1c2cc([N+](=O)[O-])ccc2-c2cc(Cl)c(NC(=O)C(F)(F)F)cc21,3%,-1,-31%,·,1%,-16%,·,1%,-4%
N#CCC(=O)Nc1ccc(C(=O)OCC(=O)NCCCc2ccccc2)cc1,26%,-1,5%,0%,-13%,31%,-5%,0%,-9%
COc1ccc(/C=C2\SC(=S)N(CCCC(=O)N3CCCCC3CCO)C2=O)cc1 (centres undefined),8%,3,35µM*,7.9µM*,-4%,-24%,-4%[0.0925 µM],0%,-4%
FC(F)(F)c1cnc(NNC(=S)Nc2cccnc2)c(Cl)c1,-4%,-4,-35%,-1%,-5%,-2%,22µM*,31%[activator],-4%
Cc1ccccc1OCC(=O)Nc1ccccc1-c1ccccc1NC(=O)COc1ccccc1C,9%,1,-10%,-8%,-4%,17%,50µM*,6%,-4%
O=C(Cc1ccc([N+](=O)[O-])cc1)c1ccccc1,-12%,5,-9%,·,-14%,36%,·,3%,-1%
O=c1nc2n(c3sc4c(c13)CCCC4)C(CBr)CS2 (centres undefined),0%,-13,-14%,-2%,-12%,23%,50µM*,4%,-3%
CSc1nc2ccc(S(=O)(=O)N(C)C)cc2s1,-3%,0,-7%,1%,4%,6%,7%[59 µM],-1%,-4%
CC(C)N(C(=O)CN1CCN(S(=O)(=O)c2ccc(Br)s2)CC1)C(C)C,-3%,-2,-11%,6%,-17%,24%,17%[2.33 µM],-13%,i
CN(C)c1c(F)cc(C(=O)NCc2ccccc2)cc1F,-5%,-1,-2%,6%,-5%,41%[activator],-1%,11%,13%
Cc1ccc(C(=O)N/N=C2\CCCc3ccccc32)c(C)c1,-4%,7,-21%,14%,-15%,37%,21%,5%,-1%
CCn1nnc(-c2ccccc2NS(=O)(=O)c2ccc(S(=O)(=O)N3CCCCCC3)cc2)n1,10%,3,0%,8%,-4%,39%[activator],5%[59 µM],-1%,-5%

# Two records picked at random from those above, as already listed:
SMILES,Pin1 inhibitor,PI4K2A inh,JMJD2A Tudor inh,BAZ2B inh,Pol eta inh,HP1b chromo inh,G9a block,GLS inh,PGK inhibitor
CC(C)N(C(=O)CN1CCN(S(=O)(=O)c2ccc(Br)s2)CC1)C(C)C,-3%,-2,-11%,6%,-17%,24%,17%[2.33 µM],-13%,i
O=c1nc2n(c3sc4c(c13)CCCC4)C(CBr)CS2 (centres undefined),0%,-13,-14%,-2%,-12%,23%,50µM*,4%,-3%

# A draw from above in order of number of heavy atoms, lowest first:
SMILES,Pin1 inhibitor,PI4K2A inh,JMJD2A Tudor inh,BAZ2B inh,Pol eta inh,HP1b chromo inh,G9a block,GLS inh,PGK inhibitor
O=C(Cc1ccc([N+](=O)[O-])cc1)c1ccccc1,-12%,5,-9%,·,-14%,36%,·,3%,-1%
C[N+]1(C)CCCC(OC(=O)C(O)(c2ccccc2)c2ccccc2)C1 (centres undefined),-4%,-4&-2,-20%,·,-22%,30%,-26%[2.33 µM],2%,i
CCn1nnc(-c2ccccc2NS(=O)(=O)c2ccc(S(=O)(=O)N3CCCCCC3)cc2)n1,10%,3,0%,8%,-4%,39%[activator],5%[59 µM],-1%,-5%

# More entries:
SMILES,Pin1 inhibitor,PI4K2A inh,JMJD2A Tudor inh,BAZ2B inh,Pol eta inh,HP1b chromo inh,G9a block,GLS inh,PGK inhibitor
CCC1CCCCN1C(=O)CCS(=O)(=O)c1ccc2c(c1)CCN2C(C)=O (centres undefined),-13%,-6,-16%,-15%,-14%,46%[activator],·,3%,-1%
O=C(CCCCn1c(=O)[nH]c2ccsc2c1=O)NCCc1ccccc1,-8%,5,-18%,23%,-21%,22%,-8%,1%,i
Cn1c(CN2CCCCC2)nc2cc(NC(=O)c3ccc(F)cc3)ccc21,8%,-1,-16%,0%,-7%,52%,-29%,2%,i
CC(=O)c1cccc(OCC(O)CN2CCN(C(=O)c3ccco3)CC2)c1 (centres undefined),-9%,1,1.4µM*,71µM*,-20%,?,?,-3%,-3%
Cc1c(OC(C)C(=O)N[C@@H](Cc2ccccc2)C(=O)O)ccc2c3c(c(=O)oc12)CCCC3 (some centres undefined),?,-2,-11%,4%,-15%,37%,-1%[12.7 µM],-2%,9%
Nc1c(CO)nnn1-c1ccccc1,3%,3,2%,5%,-13%,52%[activator],23%[59 µM],-9%,-7%
O=C(COc1ccc2ccc(=O)oc2c1)Nc1ccc(N2CCCCC2)cc1,7%,-1,?,?,-7%,-14%,-14%[12.7 µM],-1%,3%
CC(C)=C1C2CCC1C(C(=O)NCc1ccccc1)C2C(=O)O (centres undefined),7%,1,-15%,3%,-8%,20%,11%,4%,-7%
O=C(COC(=O)Cc1cn2ccsc2n1)NCc1ccc2c(c1)OCO2,0%,-2,-10%,0%,-15%,37%[activator],?,-8%,-6%
COc1ccc(CCNC(=O)CCOc2cc(C)ccc2C)cc1OC,-1%,0,-9%,-13%,?,33%,-3%,0%,-12%
COc1ccccc1-c1nc(C#N)c(N2CCN(c3cccc(Cl)c3)CC2)o1,3%,1,?,6%,-9%,?,0.71µM*,-2%,-4%
CCOC(=O)C1C(c2ccccc2)NC(=S)NC1(C)O (centres undefined),-4%,1,-8%,·,-19%,49%[activator],-1%,2.8µM*,-2%
Cc1onc(-c2ccccc2)c1C(=O)N/N=C/c1cc2c(cc1Cl)OCO2,12%,2,-3%,-3%,-15%,30%,7%[59 µM],4%,-2%
CC(C(=O)NCC1CCCO1)n1cc([N+](=O)[O-])cn1 (centres undefined),-4%,3,-4%,-19%,-13%,42%[activator],-16%,-8%,i
CC1=NNC(=O)c2ccccc2O1,1%,-6,5µM*,50µM*,-14%,27%,-137%[59 µM],19%,-6%
CCOC(=O)c1c(C)[nH]c(C(=O)N/N=C\c2ccccc2Cl)c1C,32%[activator],0,-21%,-11%,?,26%,-30%[59 µM],13%,-8%
c1ccc(-c2nn[nH]n2)cc1,5%,2,-25%,-19%,-8%,14%,?,5%,-6%
O=C(CCn1c(=O)oc2ccc(Cl)cc21)N1CCN(c2ccccc2)CC1,2%,0,-11%,-13%,4%,22%,11%,20%,-2%
Oc1ccc(Cl)cc1C1=NNC(c2cccs2)C1 (centres undefined),18%,9,-33%[11.4 µM],-38%,-19%,-11%,50µM*,?,-4%
CC(C(=O)NCc1ccco1)n1ccc2cc(S(=O)(=O)N3CCCCC3)ccc21 (centres undefined),-4%,-2,-26%,-16%,-4%,3%,-16%,9%,1%
CSCCC(NC(=O)c1ccc(Cl)cc1Cl)C(=O)NCC(c1cccs1)N(C)C (centres undefined),-4%,3,-28%,·,-10%,13%,·,0%,-9%
Cc1ccc(C(C(=O)NCC2CCCO2)N(C(=O)c2snc(C(N)=O)c2N)c2ccc(C)c(C)c2)o1 (centres undefined),0%,8,-19%,-26%,-21%,31%,-69%,5%,-1%

# Compound profiles (already shown). Order of values: Pin1 inhibitor	PI4K2A inh	JMJD2A Tudor inh	BAZ2B inh	Pol eta inh	HP1b chromo inh	G9a block	GLS inh	PGK inhibitor
# O=C(CCn1c(=O)oc2ccc(Cl)cc21)N1CCN(c2ccccc2)CC1 is listed with 2%	0	-11%	-13%	4%	22%	11%	20%	-2%
# CC(C(=O)NCc1ccco1)n1ccc2cc(S(=O)(=O)N3CCCCC3)ccc21 (centres undefined) is listed with -4%	-2	-26%	-16%	-4%	3%	-16%	9%	1%

# An excerpt. The share of hits here may be higher or lower than overall.
